# SKBR3 24h inh: SK-BR-3 proliferation inhibitors | 41,000 compounds, 0.47% hits | SK-BR-3 viability, CellTiter-Glo ATP luminescence, 24 h; stronger effect = lower value | viability, % at 10 µM;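 active = viability at or below the median of all test compounds minus 3 SD, in both replicates if run twice, cut at about 45% in these data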;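 also: 100% = median untreated cell wells and 0% = median positive control drug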
# * hit, by the source's call. Some of the compounds tested, so the mix of outcomes need not match the whole.
SMILES,SKBR3 24h inh
O=c1cc[nH]c2cccc(Cc3ccccc3)c12,85
CCn1c(O)c(C=NCCN2CCOCC2)sc1=S,105
CN1C(=O)C2(NCCc3c2[nH]c2ccccc32)c2ccccc21 (configuration not stated),96
CCC/C(O)=C1\C(=O)CC(C)(C)CC1=Nc1ccccc1OC,80
Cc1ccc(O)c(C(CC(=O)N2CCCC2)c2ccccc2)c1 (configuration not stated),114
c1ccc(-n2ncc3c2ncn2cnnc32)cc1,111
Cc1ccc(C(C(=O)NCc2ccco2)N(CC2CCCO2)C(=O)Cn2nnc3ccccc32)cc1 (configuration not stated),69
COc1cc(NC(=O)Cc2ccc(Cl)cc2)ccc1NC(=O)c1ccco1,86
O=C(c1cccc(Cl)c1)N1CCN(C(=O)c2ccccc2F)CC1,91
CCOC(=O)C1=C(C)NC(C)=C(C(=O)OCC)C1c1nc2ccccc2[nH]1,104
CCOC(=O)N1CCN(C(=O)c2ccc(NC(=O)c3ccc(C)cc3)cc2)CC1,102
O=C(Cc1cccs1)Nc1nc(-c2ccccc2)cs1,81
O=C(O)c1sccc1S(=O)(=O)c1ccccc1,94
COc1ccc(OC)c(S(=O)(=O)Nc2ccc(CC(=O)O)cc2)c1,89
O=C(NCCc1ccccc1)c1noc2c1CCCCC2,88
NC(=O)C1CCN(c2ncnc3c(-c4ccccc4)nsc23)CC1,91
CCCCC(=O)Nc1ccc(NC(=O)c2ccccc2OC)cn1,90
CCOC(=O)c1nnc2cc(-c3ccc(Br)cc3)nn2c1C,107
Cc1ccc2[nH]c(=O)c(CN(Cc3cccnc3)C(=O)c3ccncc3)cc2c1,99
COC(=O)c1sc(NC(=O)c2oc3ccccc3c2C)nc1C,94
O=C(O)Cn1nc(C(F)(F)F)c2c1CCCCC2,99
Nc1nonc1/C(=N/O)N1CCCC1,108
CCc1nnc(NC(=O)Cn2nc(-c3ccccc3OC)ccc2=O)s1,116
CCOC(=O)CNC(=O)C1CCCN(c2ncccn2)C1 (configuration not stated),97
N#Cc1nc(-c2ccc(Cl)cc2)oc1N1CCCCC1,113
COc1ccc(N2C(=O)C3CCCN3C2c2ccccc2)cc1Cl (configuration not stated),81
O=C(Nc1ccccc1-c1ccccc1)NC1CCN(C(=O)N2CCOCC2)CC1,99
Cc1cc(N(CC(=O)O)S(C)(=O)=O)ccc1Br,91
COc1ccc(C(C)=O)c2c(O)cccc12,77
COC(=O)CSc1nc(C)c(Oc2ccccc2)c(=O)[nH]1,91
Cc1ccc(SCCNS(=O)(=O)c2ccc3c(c2)OCCO3)cc1,96
CCOC(=O)c1cc2c(=O)n3cccc(C)c3nc2n(C)c1=N,86
N#Cc1nc(-c2ccco2)oc1NCCc1ccccc1,76
Cc1ccc(S(=O)(=O)NCCOc2nc(N(C)C)nc(N3CCOCC3)n2)cc1,94
CCOc1cc(CNc2ccc3[nH]c(=O)[nH]c3c2)ccc1OCC(=O)NC(C)(C)C,86
Cc1ccc(S(=O)(=O)N2CCCC2C(=O)OCc2ccco2)cc1 (configuration not stated),103
CCCc1[nH]nc2c1C(c1ccc(OC(=O)N3CCOCC3)cc1)C(C#N)=C(N)O2 (configuration not stated),71
COCC(C)NC(=O)c1cccc(Cl)c1 (configuration not stated),107
O=C(O)c1cc(Nc2nc(N3CCOCC3)nc(N3CCOCC3)n2)ccc1Cl,94
COc1cc(NS(=O)(=O)N2CCCC2)cc(OC)c1OC,97
Cn1c(=NCC(O)COc2ccccc2)sc2ccccc21 (configuration not stated),83
COc1ccc(-c2ocnc2C(=O)Nc2ccccc2N2CCCCC2)cc1,124
Cc1onc(-c2ccccc2Cl)c1C(=O)N1CCN=C1SCc1cccnc1,61
O=C(CCc1nc(-c2ccccc2)no1)Nc1cc(C(F)(F)F)ccc1Cl,71
COc1cccc2cc(C(=O)C3=C(O)C(=O)N(CCCN4CCOCC4)C3c3ccncc3)oc12 (configuration not stated),107
CCC(=O)Nc1ccccc1C(=O)N1CCOCC1,104
Cn1c(SCC(=O)N2CCOCC2)nnc1-c1ccccc1,94
O=C(Cc1ccc(S(=O)(=O)N2CCCC2)s1)N1CCOCC1,100
O=C(NCc1ccccn1)NC12CC3CC(CC(C3)C1)C2,99
Cn1c(=O)c2c(nc3sccn32)n(C)c1=O,67
S=c1[nH]nc(Cc2ccccc2)n1Cc1ccco1,100
CCOC(=O)CCc1c(C)c2ccc(OCc3nn[nH]n3)cc2oc1=O,98
CCOc1ccc2ccccc2c1CNCCN1CCOCC1,96
Nc1nc2c(s1)CCc1c-2cnn1-c1ccccc1,86
Cc1cccc(OCC(=O)Nc2cc(C)ccc2O)c1,94
Cc1nc(N2CCN(c3ccccc3)CC2)nc2c1C(=O)CCC2,93
COc1cc2c(N3CCOCC3)cc(O)c(CC(=O)Nc3ccccc3)c2cc1OC,95
O=C(CCCCCN1C(=O)CCC1=O)Nc1ccc(Br)cc1F,93
O=C(O)c1c(Cl)c(Cl)c(Cl)c(Cl)c1C(=O)N1CCOCC1,104
COC(=O)Nc1ccc2c(c1)N(C(=O)CCN1CCOCC1)c1ccccc1S2,99

# Next part
SMILES,SKBR3 24h inh
COC(=O)CSc1nsc(SCC(=O)OC)n1,102
CC(=O)OCn1nnc2ccccc2c1=O,73
CCOc1ccc(C=NC23CN4CN(CN(C4)C2)C3)cc1,93
CC(=O)c1cc(Cc2csc(C(C)=O)c2)cs1,116
CCOc1cccc(NC(=O)C2CC(=O)N(C)C(=Nc3cccc(F)c3)S2)c1 (configuration not stated),87
CN(C)c1cccc2c(S(=O)(=O)N3CCOCC3)cccc12,82
Cn1c(=O)cc(SCC(=O)NCCCN2CCOCC2)c2ccc(Cl)cc21,101
COc1ccc(C)cc1S(=O)(=O)Nc1cccc(Cl)c1,86
CCOc1nc(-c2ccccc2)ccc1-c1noc(COc2ccccc2)n1,90
O=C(NCc1cccnc1)c1c[nH]c2cc3c(cc2c1=O)OCCO3,85
c1ccc2[nH]c(-c3ccnc4ccccc34)nc2c1,91
CCn1ncc(CN2CCN(C(=O)Nc3ccccc3C(=O)OC)CC2)c1C,80
OC1C[N+]2(CCCCC2)C1,81
CC1(C)CC(=O)C=C(NCCCN2CCCC2=O)C1,90
CC1CCc2nc(NC(=O)Cc3cccs3)sc2C1 (configuration not stated),91
O=C(NCCO)c1nc(NCCO)c2ccccc2n1,90
CC1Cc2ccccc2N1C(=O)C12CCC(C)(C(=O)C1)C2(C)C (configuration not stated),95
Cn1c(N)c(C#N)c2c(c1=S)CSC(C)(C)C2,132
Cc1ccc(C(=O)Nc2ccc(Cl)cn2)cc1,104
Nc1nc(NC(=O)Cc2ccccc2)nn1-c1ccccc1,80
CN(Cc1ccccc1)c1nc2c(c(=O)[nH]c(=O)n2C)n1CCOc1ccccc1,71
Cc1ccnc(SCC(=O)O)n1,92
CCOCCCN(CCC#N)S(=O)(=O)c1ccc(S(=O)(=O)N2CCCC2)cc1,100
CC(C)CCn1nnnc1C(c1ccccc1)N1CCN(C)CC1 (configuration not stated),72
O=C1OC2CCC1(c1ccccc1)C2 (configuration not stated),139
c1ccc(-c2nc(N3CCCCCC3)nc(-n3ccnc3)n2)cc1,100
CC(C)(C)NC(=O)CSc1nnc(C2CC2)n1Cc1ccccc1,90
CCn1cc(C(=O)NCc2ccc3c(c2)OCO3)c(=O)c2cc(F)c(N3CCN(C)CC3)cc21,70
CC(C)n1c(SC2C(=O)CC(C)(C)CC2=O)nc2c1c(=O)n(C)c(=O)n2C,105
CCn1nnc(-c2ccccc2NC(=O)c2cccc(-n3cnnn3)c2)n1,42*
COc1c(S(=O)(=O)N2CCCCC2)ccc2c(S(=O)(=O)N3CCCCC3)cccc12,93
CCCCOc1ccccc1C1C(C(=O)OC)=C(C)N(C)C(C)=C1C(=O)OC,69
CCC(=O)Nc1cc(OC)c(NC(=O)c2ccccc2)cc1OC,88
Cc1ccc(N2C(=O)CC3(CC4C=CC3C4)C2=O)cc1 (configuration not stated),94
Cc1ccc(C)c(C(=O)COC(=O)c2ccc(Br)o2)c1,77
O=C(Nn1cnc2ccccc2c1=O)C1CCCCC1,74
COC(=O)C1=C(C)N=c2s/c(=C/c3ccoc3)c(=O)n2C1c1ccccc1 (configuration not stated),94
CN1CCN(S(=O)(=O)c2ccc(=O)[nH]c2)CC1,95
O=C(COc1cc(Cl)c(Cl)cc1Cl)Nn1cnnc1,111
CC1(c2ccccn2)Nc2ccccc2-c2nc3ccccc3n21 (configuration not stated),89
O=C(NO)c1ccc(C(=O)N(C2CCCCC2)C2CCCCC2)cc1,81
CNC(=O)CN(c1cc(C)ccc1C)S(C)(=O)=O,83
CCOC(=O)c1c(NC(=O)c2noc3c2CCCC3)sc(C)c1C,87
Cc1cc2ncn(CC(O)COC3CCCCC3)c2cc1C (configuration not stated),117
CC(C)(C)c1cc(CN2CCN(CCO)CC2)cc(C(C)(C)C)c1O,86

# Gathered by group, the compounds so far with a Cl atom
SMILES,SKBR3 24h inh
COc1cc(NC(=O)Cc2ccc(Cl)cc2)ccc1NC(=O)c1ccco1,86
O=C(c1cccc(Cl)c1)N1CCN(C(=O)c2ccccc2F)CC1,91
N#Cc1nc(-c2ccc(Cl)cc2)oc1N1CCCCC1,113
COc1ccc(N2C(=O)C3CCCN3C2c2ccccc2)cc1Cl (configuration not stated),81
COCC(C)NC(=O)c1cccc(Cl)c1 (configuration not stated),107
O=C(O)c1cc(Nc2nc(N3CCOCC3)nc(N3CCOCC3)n2)ccc1Cl,94
Cc1onc(-c2ccccc2Cl)c1C(=O)N1CCN=C1SCc1cccnc1,61
O=C(CCc1nc(-c2ccccc2)no1)Nc1cc(C(F)(F)F)ccc1Cl,71
O=C(O)c1c(Cl)c(Cl)c(Cl)c(Cl)c1C(=O)N1CCOCC1,104
Cn1c(=O)cc(SCC(=O)NCCCN2CCOCC2)c2ccc(Cl)cc21,101
COc1ccc(C)cc1S(=O)(=O)Nc1cccc(Cl)c1,86
Cc1ccc(C(=O)Nc2ccc(Cl)cn2)cc1,104
O=C(COc1cc(Cl)c(Cl)cc1Cl)Nn1cnnc1,111

# Further results follow:
SMILES,SKBR3 24h inh
CCOC(=O)CCn1c(CC(=O)OCC)nc2ccccc21,122
Cc1cc(C)c(C#N)c(SCCS(=O)(=O)Cc2ccccc2)n1,92
O=C(CNC(=O)C12CC3CC(CC(C3)C1)C2)NC1=NCCS1,98
Cn1nnnc1SCC(=O)N1CCN(Cc2ccccc2)CC1,103
O=C(O)CC(C(=O)Nc1cccc(C(F)(F)F)c1)C1CCCO1 (configuration not stated),110
FC(F)(F)c1nnc2ccc(NCn3nnc4ccccc43)nn12,88
Cn1c(SCC(=O)Nc2ccc(N3CCOCC3)c(Cl)c2)nnc1-c1ccccc1,90
Cn1c(Cc2ccccc2)nnc1SCC(=O)Nc1ccc2c(c1)OCO2,96
CCSc1nc2sc3c(c2c(=O)n1C1CCCCC1)CCN(C)C3,103
Cc1ccc2nc3c(c(N)c2c1)CCN3c1ccccc1,83
O=C(CSCCO)Nc1ccc(C2CCCCC2)cc1,112
CC1Oc2ccccc2N(CC(=O)NCC2CCCO2)C1=O (configuration not stated),87
O=C(CSc1nc2c(c(=O)n1-c1ccc(F)cc1)SCC2)Nc1ccc2c(c1)OCO2,122
CCCS(=O)(=O)N1CCC(C(=O)c2cccc(C(F)(F)F)c2)CC1,70
O=C(NCc1ccco1)c1cc(-c2ccc(Cl)cc2)on1,76

# Among those listed so far, 4 contain bromine.
SMILES,SKBR3 24h inh
CCOC(=O)c1nnc2cc(-c3ccc(Br)cc3)nn2c1C,107
Cc1cc(N(CC(=O)O)S(C)(=O)=O)ccc1Br,91
O=C(CCCCCN1C(=O)CCC1=O)Nc1ccc(Br)cc1F,93
Cc1ccc(C)c(C(=O)COC(=O)c2ccc(Br)o2)c1,77

# Following part:
SMILES,SKBR3 24h inh
O=C(O)Cn1c(SCCOc2ccccc2)nc2ccccc21,99
Cc1ccc(CN2C(=O)CCC2C(=O)NCc2ccc(F)cc2)cc1 (configuration not stated),90
O=C(Nc1ccc2c(c1)OCO2)C1COc2ccccc2O1 (configuration not stated),89
O=C(CN1C2CCC1CC(NC(=O)NC1CCCCC1)C2)NC1CC1 (configuration not stated),83
CCOC(=O)c1c(NC(=O)c2ccc(-n3cnnn3)cc2)sc2c1CCCC2,46
CCCCc1ccc(S(=O)(=O)NCCc2ccncc2)cc1,92
CCCN1C(=O)SC(CC(=O)Nc2ccc(Br)cc2)C1=O (configuration not stated),104
CN1C(=O)NC(NC(=O)c2ccncc2)(C(F)(F)F)C1=O (configuration not stated),76
O=C1NCCN1C(=O)c1ccccc1F,84
CCCCOC(=O)CSCC(=O)Nc1cc(C)on1,111
Cc1nn(C)cc1CNC(=O)c1ccc(Br)o1,94
Cc1cc(S(=O)(=O)n2cnc3ccccc32)c(C)cc1Cl,105
CCCc1nc(NCc2ccncc2)c2nnn(Cc3ccccc3F)c2n1,91
CCC(=O)Nc1cccc(Br)c1,104
O=C(NCc1ccccc1)C1CCCN(S(=O)(=O)c2cccnc2)C1 (configuration not stated),82
Cc1c(C#N)c2ncn(Cc3ccccc3)c(=O)c2n1-c1ccccc1,81
CCOC(=O)c1ccc(NC(=O)Cn2nnc(-c3ccc(F)cc3)n2)cc1,61
Cc1noc(C)c1S(=O)(=O)N1CCCC(C(=O)NCC2CCCO2)C1 (configuration not stated),83
CC(=O)c1nn(-c2cccc(Cl)c2)cc1C(=O)c1ccco1,86
Cc1ccc(CSc2nc3c(c(=O)[nH]2)C(c2ccncc2)C2=C(CCCC2=O)N3)cc1 (configuration not stated),94
Cc1c(C(=O)N2CCc3ccccc32)oc2c1C(=O)CC(C)(C)C2,91
CC(C)(C)OC(=O)c1c(N)n(CCCN2CCCC2=O)c2nc3ccccc3nc12,92
Cc1cc(=O)[nH]c(SCc2cccc(Br)c2)n1,91
Cc1cc(=O)oc(C)c1C(=O)NCCC1=CCCCC1,102
O=S(=O)(NCCOCC(F)(F)F)c1ccc2oc3ccccc3c2c1,120
CN(C(=O)c1ccccc1)c1ccc(OCC(=O)NC2CCS(=O)(=O)C2)cc1 (configuration not stated),117
COc1ccc(S(=O)(=O)Nc2ccccn2)c(C)c1C,94
CCOc1ccc2nc(NS(=O)(=O)c3ccc(NC(C)=O)cc3)sc2c1,128

# Screening data: PubChem BioAssay, SRMLSC
